TGFb SMAD3 inh – qHTS for Inhibitors of TGF-b; Potency, µM (series often up to 46.1 µM), inactives show top-dose activity, negative = inhibition, most hits filed as inhibitors; HepG2 CAGA-GFP TGF-b/SMAD3 reporter, GFP fluorescence, 18 h; TGF-beta stimulated, 500 pg/mL final; 410,000 compounds, 1.2% hits; also: potency is read from the fitted curve at half-maximal effect; % is scaled to controls: 0 for no effect and ±100 for the full control effect; nearly all actives have a fitted effect of over 65% in size
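Inhibition of TGF-beta-driven CAGA-GFP reporter expression in HEPG2 cells is measured by cellular GFP fluorescence after 18 h stimulation with 500 pg/mL recombinant TGF-beta in 1% FBS medium at 37 degrees C.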
Nrf2 inh – Nrf2 qHTS screen for inhibitors; A549 ARE-Fluc reporter, luciferase luminescence, 18-24 h; Potency, µM (top dose mostly 46 µM), for inactives: at the highest dose activity change, negative = inhibition, most hits filed as inhibitors; 360,000 compounds, 2.1% hits; AID 504444, 2011; also: potency is read from the fitted curve at half-maximal effect; % is scaled to controls: 0 for no effect and ±100 for the full control effect; nearly all actives have a fitted effect of over 60% in size
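Two sequential reads on A549 ARE_Fluc cells exposed to compound for 18-24 h: a CellTiter-Fluor fluorescence read for viability, then a luciferase luminescence read for Nrf2/ARE activity.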
Nrf2 activator – qHTS of Nrf2 Activators. 410,000 compounds, 0.31% hits. AREc32 ARE-luciferase reporter (MCF7-derived line), luminescence, 24 h. Potency, µM (top dose mostly 46.1 µM), inactives show at the top dose activation, hits mostly activators; also: potency is read from the fitted curve at half-maximal effect; % of control where 0% means no effect; nearly all actives have a fitted effect of over 65% in size
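Quantitative high-throughput format: AREc32 reporter cells, 1000 per well, received compound by pin transfer and were incubated 24 hr at 37 deg C, 5% CO2, before Steady-Glo luminescence detection.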
EPAC2 agonist – qHTS for Agonist of cAMP-regulated guanine nucleotide exchange factor 4 (EPAC2): primary screen; Rap guanine nucleotide exchange factor 4 (Homo sapiens), Q8WZA2; EPAC2 activation, biochemical qHTS; response scale: 100% = 6.5 mM cAMP response; Potency, µM (highest dose often 154 µM), for the others: top-dose activation, actives largely listed as activators; 360,000 compounds, 0.079% hits; AID 720711, 2013; also: potency is read from the fitted curve at half-maximal effect; nearly all actives have a fitted effect of over 50% in size
Target sequence (Q8WZA2 whole entry, looked up): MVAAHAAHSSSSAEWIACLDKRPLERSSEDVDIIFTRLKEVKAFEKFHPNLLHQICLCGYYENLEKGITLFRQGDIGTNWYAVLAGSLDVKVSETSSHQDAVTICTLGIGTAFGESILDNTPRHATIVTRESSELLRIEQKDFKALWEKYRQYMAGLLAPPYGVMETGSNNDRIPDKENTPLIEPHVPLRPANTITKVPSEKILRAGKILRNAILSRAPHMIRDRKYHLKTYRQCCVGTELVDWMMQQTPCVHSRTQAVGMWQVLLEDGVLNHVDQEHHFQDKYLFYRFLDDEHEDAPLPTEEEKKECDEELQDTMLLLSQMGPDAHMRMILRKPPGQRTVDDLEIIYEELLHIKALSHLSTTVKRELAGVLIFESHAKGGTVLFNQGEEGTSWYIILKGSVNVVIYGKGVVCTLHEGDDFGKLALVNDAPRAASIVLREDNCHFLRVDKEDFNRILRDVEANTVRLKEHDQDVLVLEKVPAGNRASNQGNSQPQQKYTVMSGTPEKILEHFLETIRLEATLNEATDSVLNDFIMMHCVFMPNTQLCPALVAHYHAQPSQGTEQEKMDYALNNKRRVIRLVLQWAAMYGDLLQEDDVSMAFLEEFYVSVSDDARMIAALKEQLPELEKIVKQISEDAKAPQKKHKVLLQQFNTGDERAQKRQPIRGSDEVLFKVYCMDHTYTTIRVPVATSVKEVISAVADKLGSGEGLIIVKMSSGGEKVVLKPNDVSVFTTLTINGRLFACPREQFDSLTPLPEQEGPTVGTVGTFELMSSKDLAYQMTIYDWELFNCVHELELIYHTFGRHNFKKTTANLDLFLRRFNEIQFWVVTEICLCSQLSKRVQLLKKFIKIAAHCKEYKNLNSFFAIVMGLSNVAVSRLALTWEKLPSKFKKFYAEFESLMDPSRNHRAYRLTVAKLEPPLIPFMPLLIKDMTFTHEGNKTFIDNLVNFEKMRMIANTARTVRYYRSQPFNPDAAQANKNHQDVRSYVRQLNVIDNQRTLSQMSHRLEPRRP
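Fluorescence exchange assay: 100 nM EPAC2 with 250 nM RAP1B-BODIPY-GDP and 50 uM GDP; compounds tested as a concentration-titration series (qHTS). Loss of Rap1-bound BODIPY-GDP fluorescence read at 480/540 nm; data normalized to 6.5 mM cAMP.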
MmCpn inh – Inhibitors of TCP-1 ring complex (TRiC) of Methanococcus maripaludis (MmCpn): qHTS; Chaperonin Mm-Cpn (Methanococcus maripaludis); purified Mm-Cpn ATPase, ADP Transcreener TR-FRET; Potency, µM (doses to about 76.9 µM), for inactives: at the highest dose activity, negative = inhibition, actives largely listed as inhibitors; 330,000 compounds, 0.031% hits; also: potency is read from the fitted curve at half-maximal effect; % is scaled to controls: 0 for no effect and ±100 for the full control effect; nearly all actives have a fitted effect of over 80% in size
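Inhibition of chaperonin ATP hydrolysis is measured as reduced ADP production, detected by competitive TR-FRET in which signal falls with ADP. Final enzyme 25 nM and ATP 10 uM, reacted 30 min at 37°C.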
EPAC2 antagonist – qHTS for Antagonist of cAMP-regulated guanine nucleotide exchange factor 2 (EPAC2): primary screen. Rap guanine nucleotide exchange factor 4 (Homo sapiens), Q8WZA2. EPAC2 GEF exchange of Rap1B-BODIPY-GDP, fluorescence. Potency, µM (titrated, usually from 114 µM), without a hit: top-dose activity, negative = inhibition, actives largely listed as inhibitors. 360,000 compounds, 0.18% hits. AID 720708, 2013; also: potency is read from the fitted curve at half-maximal effect; % is scaled to controls: 0 for no effect and ±100 for the full control effect; nearly all actives have a fitted effect of over 45% in size; many of its hits are not listed in these tables
A549 viability – Nrf2 qHTS screen for inhibitors: counterscreen for cytotoxicity; A549 ARE-Fluc cells, CellTiter-Fluor viability, 18-24 h; Potency, µM (titrated, usually from 46 µM), without a hit: top-dose activity change, negative = cytotoxicity, usual class: inhibitors; 390,000 compounds, 0.16% hits; AID 504648, 2011; also: potency is read from the fitted curve at half-maximal effect; % is scaled to controls: 0 for no effect and ±100 for the full control effect
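A549 ARE_Fluc cells in 5% FBS OPTI-MEM were exposed to compounds in concentration-response for 18-24 h at 37 deg C. Viability was read by CellTiter-Fluor fluorescence (Ex 405/Em 525) after 30 min, before the luciferase read.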
pAkt inh – HTS Assay for Inhibitors of Akt Phophorylation: Primary Screen; 360,000 compounds, 0.32% hits; activity change, % for hits at 50 µM; Neuro2A IGF-stimulated pAkt S473 HTRF, 20 min; stronger effect = lower value; in the data active = activity change below about -80%; inconclusive = mostly about -51% to -80%; also: % is scaled to controls: 0 for no effect and ±100 for the full control effect
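Neuro2A cells (4,500/well, DMEM with 0.5% FBS) were treated with compound at a single 50 µM final concentration, stimulated with 6 nM IGF for 20 min at 37 °C, and lysed. Phospho-Akt Ser473 was read by HTRF as 665/615 ratio ×10^4.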
CCT modulator – High-Throughput Screening for Modulators of Cytosolic Chaperonin Activity. purified chaperonin ATPase assay, HTRF ADP detection, 30 min. activity change, % (test concentration not listed), hits read low. 360,000 compounds, 0.3% hits; in the data active = activity change below about -30%; also: % is scaled to controls: 0 for no effect and ±100 for the full control effect
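TRiC (40 or 20 nM final, by batch activity) in 30 mM Tris pH 7.4, 100 mM KCl, 5 mM MgCl2, 1 mM DTT was treated with compound at 76 uM single dose, then 10 uM ATP, 30 min at 37 °C. ADP was read by HTRF Transcreener.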
* = called active by the depositor; i = inactive; u = inconclusive; x = not tested or not shown; & = joins results of further samples; [ ] = another dose, or the depositor's remark. Unless noted, calls follow the shape of the dose curve; as a rule, active = well fitted curve in the direction sought with a large enough effect; inconclusive = small, poorly fitted or top-dose-only effect, or another doubt; inactive = no such curve, though single readings can be large; an effect the other way counts as inactive or inconclusive.

SMILES	TGFb SMAD3 inh	Nrf2 inh	Nrf2 activator	EPAC2 agonist	MmCpn inh	EPAC2 antagonist	A549 viability	pAkt inh	CCT modulator
O=C(c1csc2ccccc12)n1cccn1	6.9%	x	-0.1%	2.5%	2.5%	1.4%	-0.1%	i	-1.8
CCS(=O)(=O)c1ccc2c(c1)N(S(=O)(=O)c1ccc(Cl)cc1)CC(C(=O)O)O2 (configuration not stated)	u	-2.9%	-1.2%	4.8%	1.3%	9.5%	-2.5%	i	0.7
CCCN1C(=O)C(=O)c2cc(C)ccc21	4.5%	8.3%	-0.8%	5.0%	0.7%	5.1%	1.2%	i	-1.1
NC(=O)Cc1ccc(Nc2nnc(-c3ccccc3)c3ccccc23)cc1	-9.9%	-1.9%	2.8%	5.9%	0.3%	-1.2%	0.0%	i	-0.6
S=C1NCCN1CC1CCN(CCCC2CCCC2)CC1	-2.1%	18.2%	-1.2%	6.9%	x	-2.1%	10.8%	i	-0.1
O=C(O)c1cc(-n2nnnc2SCc2ccccc2F)ccc1Cl	0.7%	-6.8%	2.2%	-0.3%	-1.3%	-4.3%	5.7%	i	0.6
CCN(CC(=O)NC1CCS(=O)(=O)C1)c1nc(-c2cccnc2)nc2ccccc12 (configuration not stated)	-0.7%	10.7%	0.1%	7.4%	0.6%	-1.8%	1.4%	i	0.2
CCc1ccc2c(c1)cc(CN(C(=S)Nc1ccc(Cl)cc1)C1CC1)c1nnnn12	u	-11.6%	-0.1%	8.1%	-1.2%	10.1%	-6.0%[1.84 µM]	i	0.3
CSc1nc2sc3c(c2c2nncn12)CCC3	u	u	0.6%	-6.5%	u	-4.5%	-1.9%	i	0.4
COc1ccc(-c2ccc(NS(=O)(=O)c3cc([N+](=O)[O-])ccc3C)cc2)nn1	22.1%	u	1.8%	-2.9%	0.1%	-4.7%	-2.6%	i	1.6
Cc1cc(F)c(F)c(C(=O)NC2CC2)c1Cl	24.8%	0.1%	-0.5%	17.2%	1.1%	2.6%	-2.5%	i	-0.8
COc1ccc(NC(=O)CN(C)C(=O)c2oc3ccccc3c2C)cc1	11.9%	8.5%	0.5%	1.1%	u	-7.8%	4.6%	i	-0.9
Cc1cccc(N2CCN(C(=O)c3ccc(NS(=O)(=O)c4ccc5[nH]c(=O)[nH]c5c4)cc3)CC2)c1C	-21.2%	-0.4%	-0.4%	6.4%	0.8%	-5.2%	-2.2%	i	0.3
C/C(Cl)=C\Cn1c(Nc2ccc(C)cc2)nc2c1c(=O)n(C)c(=O)n2C	0.3%	2.7%	5.3%	-9.5%	-3.6%	-9.1%	11.2%	i	-2.5
COc1ccc(CN(C)S(=O)(=O)c2nnc(NC(=O)c3ccccc3)s2)cc1OC	-15.3%	11.3%	-2.0%	-6.5%	-6.4%	0.6%	-1.6%	i	-0.4
Cc1ccn2cc(C(=O)NCc3ccco3)nc2c1	11.7%	18.7%	7.8%	8.5%	1.0%	6.0%	1.1%	i	1.5
CC(C)(C)NC(=O)N1c2ccccc2Sc2ccccc21	-0.1%	1.7%	-1.0%	10.6%	0.6%	-11.2%	-6.2%	i	-3.2
Cc1nc2ccccc2nc(C)c1=NOCC(=O)N(c1ccccc1)C(C)C	-11.6%	19.5%	0.2%	1.6%	0.5%	10.0%	0.1%	i	0.1
O=C1NCCCC1C(=O)N/N=C/c1cccc(O)c1 (configuration not stated)	21.0%	12.8%	3.7%	-3.7%	4.4%	17.0%	5.3%	i	-1.1
Cn1c(=O)c2c(ncn2Cc2ccc(Cl)cc2)n(C)c1=O	-1.0%&-15.2%	u	-0.2%[9.22 µM]	-2.5%	-2.5%	1.4%	7.1%&-1.9%	i	0.2
Cn1nc(-c2ccc(Cl)cc2)c2cc(C(=O)NCc3ccco3)sc21	-2.0%	9.2%	u	6.9%	-13.6%	-20.9%	-12.5%	i	-1.4
COC(=O)C1=CO[C@@H](O)C2C(CO)=CCC12 (some centres not stated)	-11.2%	-3.4%	-0.6%	7.5%	-0.5%	-7.5%	-6.9%	i	-2.1
CCNc1ccc(C(=O)OCC(=O)NCc2ccccc2Cl)cc1[N+](=O)[O-]	-11.0%	u	-0.6%	1.8%	1.7%	-9.1%	-10.5%	i	0.8
O=C(NCc1cccc(Cl)c1)c1cccc2c(-c3cccnc3)coc12	u	x	3.5%	3.0%	x	-19.9%	x	i	-2.1
COc1ccc(NC(=O)CN2CCCN(S(=O)(=O)c3ccc(Br)cc3)CC2)c(OC)c1	u	20.6µM*	3.4%	x	x	x	18.4µM*	x	x
Cn1cnc(C(=O)N2CCc3ccccc3C2)c1C(=O)N1CCc2ccccc2C1	5.6%	4.8%	0.3%	0.7%	1.5%	7.5%	0.4%	i	0.4
COC(=O)CNC(=O)COC(=O)c1cc(SC)ccc1Cl	1.6%	-10.5%	-0.2%	-9.5%	-0.7%	2.0%	-2.3%	i	2.1
Cc1ccc(Cl)cc1NC(=O)CCC(=O)Nc1cc(Cl)ccc1C	-9.3%	3.6%	0.4%	-4.1%	-1.9%	-3.7%	-0.7%	i	-2.8
O=c1c2ccccc2nnn1CSc1ccccc1	-9.2%	u	4.8%	3.6%	1.5%	9.1%	2.6%	i	-0.5
c1cn2c(-c3ccc(N4CCOCC4)cc3)cncc2n1	24.6%	x	0.7%	6.2%	x	-0.4%	x	i	0.1
CCOc1ccccc1NC(=O)Cn1nc2c3cc(F)ccc3n(Cc3cccc(C)c3)cc-2c1=O	14.5%	u	2.2%	x	x	x	7.1%	x	x
COC(=O)N/N=C/c1cc(Cl)c(OCc2ccccc2F)c(OC)c1	-11.0%	-1.4%	2.1%	1.9%	1.4%	16.7%	-4.5%	i	0.6
CCOC(=O)C1(CC2CCCCO2)CCN(C(=O)Nc2cccc(SC)c2)CC1 (configuration not stated)	0.7%	-4.1%	0.1%	11.9%	-0.5%	-4.1%	-3.6%	i	-0.4
C=CCSC1=C(C#N)C(c2ccccc2Cl)CC(=O)N1 (configuration not stated)	4.8%	-21.2%	-0.1%	1.1%	1.1%	-1.9%	1.3%[1.84 µM]	u	-3.6
O=C(CCCN1C(=O)c2ccccc2C1=O)NCC1CCCO1 (configuration not stated)	-2.7%	6.5%	-0.1%	7.5%	0.4%	-0.5%	2.7%	i	-1.2
O=C(NC(Cc1ccccc1)C(=O)N1CCN(S(=O)(=O)c2ccccc2F)CC1)c1ccccc1 (configuration not stated)	6.1%	-8.0%	-0.2%	-17.2%	-0.2%	u	-5.2%	i	1.0
CC(=O)NC(c1ccc(F)c(F)c1)c1nc(-c2ccc(C)c(C)c2)cs1 (configuration not stated)	-5.2%	x	0.8%	6.7%	x	-6.2%	x	i	-0.7
CN1CCN(C(=S)Nc2ccc(Cl)cc2)CC1	-8.3%	5.8%	-0.6%	-3.8%	-1.8%	2.4%	-2.3%	i	0.5
CCOC(=O)c1c(C)oc2nc(C)nc(NCC3CCN(Cc4cccc(C)c4)CC3)c12	17.2%	21.5%	0.8%	x	x	x	-1.4%	x	x
CC(C)(C)NC(=O)CC(CC(=O)O)c1ccccc1 (configuration not stated)	0.9%	-8.9%	-0.4%	3.0%	0.9%	5.3%	-0.4%	i	0.7
COc1cc(OC)cc(-c2c(C#Cc3ccsc3)c3cc(-c4cccc5[nH]cc(C=O)c45)ccc3n2C)c1	-1.5%	u	-0.7%	0.4%	-20.4%	-22.8%	u	i	-0.1
Cn1c(=O)c2c(nc(Sc3n[nH]c(N)n3)n2Cc2ccccc2Cl)n(C)c1=O	-2.3%	-6.0%	-0.1%	6.7%	-4.4%	6.1%[57.1 µM]	-8.1%	i	1.1
N#CC1=C(S)N=C(N)C(c2nc(-c3ccccc3)cs2)C12CCCCC2 (configuration not stated)	-21.8%	11.4%	1.3%	4.8%	-0.2%	-1.5%	0.2%	i	-0.6
Cc1ccc(C(=O)OCC(=O)NCc2cccs2)c(C)c1	0.3%	u	3.7%	5.2%	-1.2%	-15.8%	1.0%	i	0.1
Cc1ccc(Nc2nc(N)nc(CSc3nnnn3-c3ccccc3)n2)cc1	0.0%	0.8%	-0.2%	-0.5%	-7.1%	7.6%	1.6%	i	-3.5
CC(C)C[C@H]1CN([C@@H](CC(C)C)CN2CCCC2CN2C(=S)NC[C@@H]2Cc2ccccc2)C(=S)N1CCc1ccccc1 (some centres not stated)	x	x	0.6%	5.0%	x	-1.5%	x	i	-1.4
COc1ccc(CN2C(=O)C(C)Nc3ncnc(N4CCOCC4)c32)cc1 (configuration not stated)	u	u	0.2%	1.6%	0.6%	-9.3%	-9.5%	i	-1.0

Assay outcomes from PubChem BioAssay.

Only part of the results is shown; rates above refer to the full screens.
